HEK293 tox: cytotoxic in the GLP-1 receptor inverse agonist counter-screen; HEK293 cAMP-luciferase reporter cells, luminescence, 24 h; Potency, µM (series often up to 38.3 µM), without a hit: at the highest dose activity change, negative = inhibition, hits mostly inhibitors; hit rate 0.13% among 410,000; AID 624418;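 also: loss of luciferase light is scored as toxicity; potency is read from the fitted curve at half-maximal effect; % is scaled to controls: 0 for no effect and ±100 for the full control effect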
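Luminescence readout: signal drop marks cytotoxicity. Plated cells grew 12 h at 37 °C, 5% CO2, received 23 nL compound for 24 h, then got luciferase reagent, read after 12 min at RT.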
aSyn rescue: rescues yeast growth from alpha-synuclein toxicity | Yeast expressing alpha-synuclein, growth rescue, BacTiter-Glo, 24 h | Potency, µM (titrated, usually from 46.1 µM), inactives show at the top dose growth rescue (activation), usual class: activators | hit rate 0.14% among 370,000 | AID 652106; also: potency is read from the fitted curve at half-maximal effect; % of control where 0% means no effect; nearly all actives have a fitted effect of over 65% in size
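Screening used galactose-induced yeast with toxic alpha-synuclein levels, exposed to compound for 24 hr at 30 deg C. Cell growth, read with BacTiter-Glo luminescence, gave the measured signal.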
D3 ag: agonists of human D3 dopamine receptor | P35462 | D3R DiscoveRx beta-arrestin cells, luminescence, 90 min | max activation, % | hit rate 0.58% among 410,000; in the data active = max activation above about 30%; also: 0% is about no effect; mostly tested at two doses, the higher about 12 µM
Target sequence (P35462 whole entry, looked up): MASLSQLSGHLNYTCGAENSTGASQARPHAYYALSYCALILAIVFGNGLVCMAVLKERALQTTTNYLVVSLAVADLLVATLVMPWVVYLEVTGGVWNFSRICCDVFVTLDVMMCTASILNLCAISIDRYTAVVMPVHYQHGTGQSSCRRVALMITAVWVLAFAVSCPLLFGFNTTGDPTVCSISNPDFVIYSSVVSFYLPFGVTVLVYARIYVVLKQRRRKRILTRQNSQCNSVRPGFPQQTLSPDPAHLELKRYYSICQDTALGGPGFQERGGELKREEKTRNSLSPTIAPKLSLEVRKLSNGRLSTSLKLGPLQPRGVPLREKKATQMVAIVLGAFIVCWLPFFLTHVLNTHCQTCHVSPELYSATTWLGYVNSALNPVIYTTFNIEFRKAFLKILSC
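Agonist mode: compounds and dopamine controls were applied to plated cells for 90 min at 37 degrees C after an overnight attachment at 1500 cells/well. Luminescent read-out followed 30 - 60 minutes at room temperature with DiscoveRx detection reagent.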
PTHR1 agonist: activates the human parathyroid hormone receptor PTHR1; Q03431; HEK293 GP2 PTHR1 cells, GloSensor cAMP luminescence, 1 h; Potency, µM (highest dose often 115 µM), for inactives: at the top dose activation, most hits filed as activators; hit rate 0.075% among 410,000; AID 743266; also: potency is read from the fitted curve at half-maximal effect; nearly all actives have a fitted effect of over 55% in size; some results filed as inactive show a strong effect at the top dose; inactives centre near -15; many of its hits are not listed in these tables
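HEK-293-derived GP2 cells expressing PTHR1 and a GloSensor cAMP reporter, 3,000/well, plated overnight, given luciferin plus IBMX (each 0.5 mM as added) for 1 h at 37 °C, then compound for 1 h at 37 °C. Luminescence was read after 15 min at room temperature.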
GLP-1R inv ag: inverse agonists of human GLP-1 receptor. P43220. hit rate 1.6% among 410,000. Potency, µM (series often up to 38.3 µM), inactives show at the highest dose activity change, negative = inhibition, usual class: inhibitors. HEK293 GLP-1R CRE-luciferase, luminescence, 24 h; GLP-1R form is constitutively active; also: potency is read from the fitted curve at half-maximal effect; % is scaled to controls: 0 for no effect and ±100 for the full control effect; nearly all actives have a fitted effect of over 55% in size
Target sequence (P43220 whole entry, looked up): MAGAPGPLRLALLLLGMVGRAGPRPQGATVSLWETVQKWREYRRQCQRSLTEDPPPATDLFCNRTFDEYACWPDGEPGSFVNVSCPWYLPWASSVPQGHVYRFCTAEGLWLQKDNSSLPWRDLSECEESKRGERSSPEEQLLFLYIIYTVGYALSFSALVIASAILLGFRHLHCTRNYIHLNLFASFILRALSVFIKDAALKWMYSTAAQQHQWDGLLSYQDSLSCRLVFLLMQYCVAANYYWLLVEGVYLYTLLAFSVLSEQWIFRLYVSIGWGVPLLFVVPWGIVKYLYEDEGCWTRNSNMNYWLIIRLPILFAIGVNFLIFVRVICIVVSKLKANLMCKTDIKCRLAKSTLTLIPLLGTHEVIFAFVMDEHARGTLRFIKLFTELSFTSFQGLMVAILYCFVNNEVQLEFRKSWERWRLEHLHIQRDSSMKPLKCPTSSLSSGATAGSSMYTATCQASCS
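Stable HEK293 clone (constitutively active GLP-1R + cAMP-response luciferase); 200 cells/uL plated, 12 h pre-culture, compound 24 hr, 37 deg C/5% CO2; detection reagent 12 min RT; luminescence.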
DRD3 antagonist: blocks the human D3 dopamine receptor; D3R cells, DiscoveRx beta-arrestin luminescence, antagonist mode; stronger effect = lower value; max response, negative = inhibition, %; hit rate 2.5% among 360,000; P35462; in the data active = max response below about -50%; inconclusive = no clear call, values can overlap the other calls; also: % is scaled to controls: 0 for no effect and ±100 for the full control effect; mostly tested at two doses, the higher about 12 µM
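Cells expressing the human receptor were seeded at 1500 cells/well, incubated overnight at 37 degrees C in 5% CO2, then exposed to library compounds with dopamine controls for 90 minutes at 37 degrees C before luminescent detection.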
GLP-1R agonist: activates the human GLP-1 receptor; HEK293 GLP-1R CRE-luciferase, luminescence, 4-6 h; cells express a hypersensitive GLP-1R form; Potency, µM (doses to about 45.6 µM), for the others: at the top dose activation, usual class: activators; hit rate 0.007% among 380,000; also: potency is read from the fitted curve at half-maximal effect; % of control where 0% means no effect
TDP-43 yeast inh: TDP-43 toxicity inhibition in yeast; Potency, µM (doses to about 46.1 µM), inactives show at the highest dose growth rescue (activation), usual class: activators; TDP-43 expressing yeast growth rescue, BacTiter-Glo, 24 h; hit rate 1.8% among 410,000; also: potency is read from the fitted curve at half-maximal effect; % of control where 0% means no effect; nearly all actives have a fitted effect of over 50% in size
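Yeast cells expressing TDP-43 under galactose induction are exposed to compounds for 24 hr at 30 deg C. BacTiter-Glo luminescence measures growth, so protective compounds score as activators.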
KB-V1 MDR tox: kills drug-selected multidrug resistant KB-V1 cells; KB-V1 MDR cells viability, CellTiter-Glo, 72 h; Potency, µM (doses to about 46.1 µM), without a hit: at the highest dose activity change, negative = cytotoxicity, most hits filed as cytotoxic; hit rate 3.4% among 400,000; also: potency is read from the fitted curve at half-maximal effect; % is scaled to controls: 0 for no effect and ±100 for the full control effect; nearly all actives have a fitted effect of over 60% in size
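KB-V1 MDR subline cells in DMEM (phenol-red free, 10% FBS) exposed to compounds in qHTS concentration series for 72 h at 37 degrees C. Viability read by CellTiter-Glo luminescence; concentration-effect curves fitted after normalization and correction.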
* marks the source's active call; other numbers are inactive results; i = inactive; ? = inconclusive; / = not tested or not shown; & = joins results of further samples; [ ] = another dose, or the depositor's remark. Unless noted, calls follow the shape of the dose curve; as a rule, active = well fitted curve in the direction sought with a large enough effect; inconclusive = small, poorly fitted or top-dose-only effect, or another doubt; inactive = no such curve, though single readings can be large; an effect the other way counts as inactive or inconclusive. This is a subset; rates above refer to the full screens.

SMILES	HEK293 tox	aSyn rescue	D3 ag	PTHR1 agonist	GLP-1R inv ag	DRD3 antagonist	GLP-1R agonist	TDP-43 yeast inh	KB-V1 MDR tox
COc1ccc2c(c1)c(=Cc1ccc(N(C)C)cc1)c1cc(-c3ccccc3)[n+](C)n12	?	-61.6%[inhibitor]	1.2	-93.7%[inhibitor]	?	-65.2*	-3.9%	-91.3%[inhibitor]	-28.8%
Nc1c(-c2ccccc2)nc2ncccn12	-15.3%	-3.5%	-0.2	-3.5%	17.4%	?	/	23.3%	-5.0%
COC(CN(C(=O)CCl)C(C(=O)NC1CCCC(C)C1C)c1ccc(C)cc1)OC (stereo not drawn)	1.2%	0.1%	1.8	-6.0%	-15.0%	12.4	0.7%	-6.0%	?
Cc1nc(-c2ccc(C(=O)N3CCOCC3)cc2)cs1	-0.4%	3.1%	5.0	-9.5%	16.2%	4.7	-0.6%	24.1%	7.6%
Cc1cc(C(=O)Nc2ccc(OCc3ccccc3)cc2)c(C)o1	-6.5%	-5.0%	8.7	-20.9%	?	-4.4	5.0%	19.3%[9.22 µM]	?
COC(=O)NC(Nc1sc2c(c1C(N)=O)CCCC2)(C(=O)OC)C(F)(F)F (stereo not drawn)	-8.5%	3.8%	1.0	i	1.0%	1.7	8.7%	1.5%	10.7%
CC1CCCCN1C(=O)C1CC(c2ccc(F)cc2)=NO1 (stereo not drawn)	-31.9%	2.6%	8.8	-33.7%[inhibitor][57.5 µM]	-12.8%	-8.6	-12.5%	-22.8%	-11.6%
CN(Cc1cccs1)C(=O)c1ccc(Cl)c(S(=O)(=O)N2CCCCCC2)c1	-3.9%	18.5%	0.6	-29.8%	?	5.8	15.8%	18.9%	?
Cc1ccc(NS(=O)(=O)c2cccc(C(=O)NNC(=O)NC3CCCCC3)c2)c(C)c1	-12.9%	-8.1%	-9.7	-24.3%	?	-11.4	-7.3%	15.4%	2.8%
COc1cccc(-n2c(SCC(=O)N3CCCCC3)nc3c([nH]c4ccccc43)c2=O)c1	0.9%&0.1%	1.2%&1.1%	-3.1&6.5	-3.6%	8.1%&1.1%	-13.4	0.9%&-5.0%	?	9.9%&-26.1%
CCOc1ccccc1NC(=O)Cn1c(=O)n(-c2ccc(OC)cc2OC)c(=O)c2c(C)c(C(=O)N(CC)CC)sc21	9.6%	-0.6%	0.6	i	20.0%	-1.8	8.9%	20.1%	?
OC(c1ccc(F)c(F)c1)c1nc(-c2cccs2)cs1 (stereo not drawn)	-1.1%	-0.4%	-0.6	i	?	?	10.9%	22.4µM*	3.3%
Cc1ccc(OCC(=O)N/N=C/C=C/c2ccco2)c(Br)c1	?	-0.7%	1.8	i	-30.2%	-2.6	7.7%	13.4%	-6.9%
COc1ccc(C(O)c2ncc(-c3ccccc3OC)[nH]2)cc1F (stereo not drawn)	3.3%	0.6%	4.6	i	19.4%	17.1	9.8%	25.9%	-2.3%
CCCCn1c(N)c(N(CC(C)C)C(=O)c2cccs2)c(=O)[nH]c1=O	-4.3%	-5.5%	-6.8	i	4.6%	-14.3	-14.9%	4.0%	-0.8%
CC(CNC(=O)c1cccc(Br)c1)n1cncn1 (stereo not drawn)	-10.2%	0.7%	1.4	i	18.0%	1.1	-4.4%	-9.9%	11.0%
O=C(CN1CCN(C/C=C/c2ccccc2)CC1)NCc1ccccc1	-27.7%	1.7%	-5.0	i	?	-2.6	10.6%	5.9%	1.9%
Cc1cc(Sc2ccc([N+](=O)[O-])cn2)ccc1Br	16.2%	-2.7%	3.3	-53.2%[inhibitor]	22.1%	-19.6	6.6%	8.9%	-9.6%
CCNC(=O)C1CCCN(C(=O)c2ccc3c(c2)CCO3)CC1 (stereo not drawn)	-0.8%	-5.0%	-4.0	-7.8%	11.5%	8.9	-4.7%	15.0%	-4.8%
O=C(c1cc(C2CC2)nn1-c1ccccc1)N1CCN(Cc2ccccc2)CC1	0.2%	-3.3%	-2.0	i	?	0.0	-5.8%	8.1%	3.6%
COc1ccc(C(CC(=O)O)NS(=O)(=O)c2ccc(C)cc2)cc1OC (stereo not drawn)	-3.5%	-2.0%	3.4	-11.0%	1.0%	4.4	-26.2%	9.5%	15.7%
Cc1ccc(/C=C/C(=O)NC(=S)N2CCN(c3ccc(F)cc3)CC2)cc1	18.6%	-4.0%	-6.6	i	16.7%	-10.0	6.7%	-23.7%	-24.6%
COc1ccc2c(c1)c(C(=O)CNc1nc(C)cs1)c(C)n2C	-22.9%	-26.3%	-8.7	-5.4%	?	?	13.0%	2.7%	?
Cc1cc(C)c(NC(=O)C(C)n2nnc3sc4c(c3c2=O)CCCC4)c(C)c1 (stereo not drawn)	3.1%	/	-8.3	-10.1%	5.7%	/	/	10.1%	13.3%
CCOC(=O)N1CCN(CC(=O)c2ccc(O)cc2O)CC1	-11.6%	-3.0%	0.9	-1.5%	14.5%	4.6	9.1%	20.0%	-6.1%
SMILES	HEK293 tox	aSyn rescue	D3 ag	PTHR1 agonist	GLP-1R inv ag	DRD3 antagonist	GLP-1R agonist	TDP-43 yeast inh	KB-V1 MDR tox
c1ccc(-c2ccc(CN3C[C@@H]4C(c5ccccc5)C5(c6ccccc6)CC4(C5)[C@H]3c3ccccc3)cc2)cc1 (stereo partly drawn)	15.4%	3.8%	11.9	i	4.1%	18.6	14.4%	21.1%	11.2%
CN(C)c1ccc(/C=C(\NC(=O)c2ccccc2)C(=O)NCCCn2ccnc2)cc1	-3.1%	-6.9%	-5.3	i	1.7%	-1.0	11.9%	-7.6%	0.0%
CCOC(=O)c1c(C)[nH]c(C)c1S(=O)(=O)NCC(=O)N(C)c1ccc(C)c(C)c1	-8.2%	/	-15.8	-13.7%	1.6%	/	/	2.6%	-23.2%
CC1=NN(c2ccccc2)C(=O)C1C(=O)c1ccc(Cl)cc1 (stereo not drawn)	-22.1%	-74.6%[inhibitor]	-1.9	-81.7%[inhibitor]	?	-17.5	-2.5%	-70.8%[inhibitor]	-16.7%
Cc1nonc1CN(C)C(=O)c1ccc(OC2CCN(Cc3ccccn3)CC2)cc1	-7.7%	-3.8%	-8.2	i	-17.7%	-6.9	-4.3%	-28.7%	-23.3%
CC1=C(C(N)=O)C(c2ccc(F)cc2)n2nc(CCCO)nc2N1 (stereo not drawn)	2.6%	2.7%	2.4	i	4.2%	-6.5	2.9%	8.1%	-6.5%
Cc1c(C(=O)N(Cc2ccccc2)Cc2cccs2)cnn1-c1ccc(Cl)cc1	?	-10.3%	11.8	-63.9%[inhibitor]	5.62µM*	13.8	14.8%	?	?
O=C(c1cc(COc2ccc(F)cc2Cl)on1)N1C[C@H]2CC[C@H]1C2	4.8%	1.5%	-0.6	-6.2%	?	-6.2	10.6%	20.5%	?
O=C(CSc1ncc2c(n1)-c1cc(Cl)ccc1N(Cc1ccccc1)S2(=O)=O)Nc1ccc(F)cc1F	3.7%	/	2.1	i	-1.2%	/	/	14.5%	13µM*
COc1ccc(N(C)S(=O)(=O)c2cccc(C(=O)N3CCN(c4ccccc4)CC3)c2)cc1	-1.9%	1.2%	12.6	-24.3%	?	28.5	1.6%	-8.6%	?
O=C1NCCCC1C(=O)N/N=C/c1cccc(O)c1 (stereo not drawn)	3.1%	6.1%	-2.8	i	18.1%	-22.4	-4.8%	-11.8%	-2.8%
COc1ccc(CCN2CC(C(=O)NC3CCCCC3)CC2=O)cc1OC (stereo not drawn)	5.1%	0.0%	3.8	i	4.1%	11.7	2.3%	-3.3%	6.5%
O=C(Nc1nccs1)Oc1ccccc1	-0.7%	-0.8%	5.3	i	4.9%	13.2	-9.3%	8.3%	-1.6%
CCn1c(=O)cc(SCC(=O)NCCCN2CCN(c3ccc(F)cc3)CC2)c2ccccc21	-15.1%	0.0%	-48.5	-13.3%	-29.6%	-67.9*	10.1%	-30.8%[inhibitor]	-12.3%
CNC(=O)COc1ccc2oc3c(c2c1)CCCC3	-2.1%	4.7%	16.4	i	14.5%	9.0	20.2%	10.0%	3.9%
CCCCNC(=O)N(O)C1N(/N=C/c2ccccc2O)C(=S)SC1(C)C (stereo not drawn)	-4.8%	9.2%	3.2	-14.7%	11.2µM*	-11.7	13.0%	1.2%	10.7%
COc1ccc(OCCCCOc2ccccc2Cl)cc1	-8.3%	-18.1%	-8.5	i	-14.1%	11.4	-0.8%	-7.4%	9.2%
O=C(Nc1nnc(-c2ccccc2F)s1)C1CCCO1 (stereo not drawn)	-5.2%	0.5%	-1.3	-12.1%[57.5 µM]	17.7%	-0.3	-7.9%	?	2.9%
CCn1c(SCC(=O)N2CCc3ccccc32)nnc1-c1ccco1	-6.3%	1.7%	-1.4	-10.9%	0.0%	-12.7	8.0%	-3.6%	-25.5%
CCCN(CC(=O)Nc1ccccc1OC)C(=O)c1nc2nc(C)ccn2n1	12.6%	-5.4%	-6.4	i	12.7%	0.0	-4.0%	11.4%	15.9%
Cc1cccc(NC(=O)CSc2nc(-c3ccco3)cc(C(F)(F)F)n2)c1C	4.2%	/	-1.1	-37.4%[inhibitor]	-8.5%	/	2.2%	11.3%	-20.7%

Quoted at random: four records from the list, in no set order.
SMILES	HEK293 tox	aSyn rescue	D3 ag	PTHR1 agonist	GLP-1R inv ag	DRD3 antagonist	GLP-1R agonist	TDP-43 yeast inh	KB-V1 MDR tox
CNC(=O)COc1ccc2oc3c(c2c1)CCCC3	-2.1%	4.7%	16.4	i	14.5%	9.0	20.2%	10.0%	3.9%
O=C1NCCCC1C(=O)N/N=C/c1cccc(O)c1 (stereo not drawn)	3.1%	6.1%	-2.8	i	18.1%	-22.4	-4.8%	-11.8%	-2.8%
Cc1c(C(=O)N(Cc2ccccc2)Cc2cccs2)cnn1-c1ccc(Cl)cc1	?	-10.3%	11.8	-63.9%[inhibitor]	5.62µM*	13.8	14.8%	?	?
COc1ccc(OCCCCOc2ccccc2Cl)cc1	-8.3%	-18.1%	-8.5	i	-14.1%	11.4	-0.8%	-7.4%	9.2%

Screens (PubChem)
